Screens as filed in PubChem BioAssay.
TEAD-YAP block: TEAD-YAP interaction inhibition; HEK-TIYL cells, TEAD-Gal4/YAP UAS-luciferase luminescence; inhibition, % at 9.12 µM; 1.4% of 640,000 active; AID 1259422; in the data active = inhibition above about 32%;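 note: 0% = median of test compound wells and 100% = reference inhibitor wells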
GPR151 ag: human GPR151 activation; Q8TDV0; 1% of 650,000 active; PathHunter beta-arrestin GPR151 cells, luminescence; activation, % at 11.2 µM; in the data active = activation above about 4.9%;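 note: 0% = median of compound wells and 100% = cells with positive control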
Target sequence (Q8TDV0 whole entry, looked up): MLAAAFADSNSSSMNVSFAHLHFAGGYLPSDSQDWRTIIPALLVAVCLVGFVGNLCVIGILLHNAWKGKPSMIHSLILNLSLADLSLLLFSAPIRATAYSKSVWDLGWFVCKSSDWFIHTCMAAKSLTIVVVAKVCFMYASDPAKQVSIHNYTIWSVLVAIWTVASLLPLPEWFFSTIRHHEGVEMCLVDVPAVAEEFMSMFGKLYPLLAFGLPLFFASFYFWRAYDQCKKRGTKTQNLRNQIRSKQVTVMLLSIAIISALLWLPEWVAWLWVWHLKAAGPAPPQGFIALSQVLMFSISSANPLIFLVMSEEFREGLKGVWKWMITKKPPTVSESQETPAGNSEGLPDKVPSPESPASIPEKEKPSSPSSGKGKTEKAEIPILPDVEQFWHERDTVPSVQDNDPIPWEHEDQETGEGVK
FBW7 activator: human FBW7 E3 ligase activation, primary screen | Q969H0 | AlphaScreen FBW7–phospho-cyclin E peptide binding, activator screen | normalized activity (activation), % at 26.1 µM | 0.13% of 650,000 active | AID 1259310; in the data active = normalized activity above about 1.9%;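 note: purified mutant Fbw7 with reduced substrate affinity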
MITF inh: inhibitors of human MITF; AID 1259374; inhibition, % at 2.6 µM; 0.91% of 650,000 active; AlphaScreen MITF homodimerization, bead proximity signal; in the data active = inhibition above about 50%;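 note: 0% = vehicle wells with protein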
* marks the source's active call; other numbers are inactive results.

Below each compound – TEAD-YAP block | GPR151 ag | FBW7 activator | MITF inh
> CCC(=O)Nc1cccc(NC(=O)c2ccc(C(C)C)cc2)c1
→ -52 | -0.5 | 0.0 | 16
> CC(C)Oc1cccc(C(=O)C2CCCN(C(=O)c3cn[nH]c3)C2)c1 (centres undefined)
→ -14 | -0.7 | -0.1 | -10
> O=S(=O)(c1ccc(F)cc1)N1CCN(C(=S)NCCc2ccccc2)CC1
→ 0 | -1.3 | 0.2 | 15
> CC(=O)Nc1ccc(Nc2ccnc(-c3ccccc3)n2)cc1
→ -11 | -0.2 | 0.1 | 13
> O=C(NCCCN1CCCC1=O)c1ccnc(Cl)c1
→ 6 | 0.7 | 0.3 | 5
> COc1cc(C(=O)Nc2c(-c3cc(=O)oc4cc(C)c(C)cc34)oc3ccccc23)cc(OC)c1OC
→ 3 | 3.0 | 0.5 | 14
> COc1ccc(-n2c(=S)[nH]c3cc(C(=O)N4CCN(c5ccccc5)CC4)ccc3c2=O)c(OC)c1
→ -6 | -1.3 | -0.2 | -1
> COc1ccc(C(=O)Nc2c3c(nn2-c2ccc(Cl)cc2)CS(=O)(=O)C3)cc1
→ 1 | 0.3 | 0.0 | 7
> O=C(NCc1ccc2c(c1)OCO2)c1coc(=O)c2ccccc12
→ -13 | 0.6 | 0.1 | -14
> CN(C)N1CCC(=O)NC1=S
→ 4 | -2.2 | -0.2 | 8
> CCOc1c(S(=O)(=O)NC2CC(C)(C)NC(C)(C)C2)ccc(Cl)c1Cl
→ 4 | -0.7 | 0.0 | -14
> S=c1[nH]nc2c3c4c(sc3ncn12)CCC4
→ -2 | 3.9 | -0.1 | -5
> C=CCn1c(SCC(=O)c2cc(OC)c(OC)c(OC)c2)nc2scc(-c3ccccc3)c2c1=O
→ -9 | -0.2 | 0.0 | -7
> CCCC1=C(C(=O)OCC)C(c2cc(OC)ccc2OC)NC(=S)N1 (centres undefined)
→ -3 | -0.5 | 0.3 | 10
> N#C/C(=C\c1ccc(OCC(N)=O)cc1)C(=O)N1CCOCC1
→ 7 | 0.0 | -0.1 | -6
> CCOC(=O)NC(Nc1sc2c(c1C(=O)OC)CCCCC2)(C(F)(F)F)C(F)(F)F
→ 3 | -0.1 | -0.1 | -1
> Cc1ccc(OC(=O)c2cc3ccccc3o2)cc1
→ 8 | -0.2 | 0.1 | 7
> COc1cc(-n2c(=O)c3ccccc3n(CC(=O)c3ccccc3)c2=O)cc(OC)c1OC
→ -4 | -1.1 | 0.0 | -2
> C#CCSc1nc2c(c(=O)n1-c1cccc(OC)c1)C1(CCCCC1)Cc1ccccc1-2
→ -2 | 0.3 | 0.0 | 5
> Cc1ccc(NC(=O)C(Cc2ccccc2)NC(=O)OC(C)(C)C)cc1 (centres undefined)
→ 1 | 0.4 | -0.2 | 2
> O=C1C(SC(F)(F)C(F)F)=C(C(F)(F)F)OC2C3C=CC(C3)C12 (centres undefined)
→ 3 | 0.6 | 0.0 | -4
> COc1ccc(-c2[nH]nc3c2C(c2ccc(OC)c(O)c2)C(C#N)=C(N)O3)cc1 (centres undefined)
→ -10 | 1.7 | 0.0 | -4
> CC1(C)CC(=O)C(C(C2=C(O)CC(C)(C)CC2=O)c2ccccc2O)C(=O)C1 (centres undefined)
→ -4 | 0.0 | 0.4 | 9
> COc1ccccc1C(=O)NCc1nnc(SCC(=O)N2N=C(c3cccs3)CC2c2ccc(F)cc2)n1CCc1ccccc1 (centres undefined)
→ 7 | 0.0 | 0.6 | 17
> COc1cc(C2CC(=O)N3CN(C4CCCCC4)CSC3=C2C#N)cc(OC)c1OC (centres undefined)
→ 0 | 3.5 | 0.2 | 5
> CCOc1ccc(/C=N/NC(=O)c2ccccc2Br)c(OC)c1
→ -6 | 0.5 | 0.5 | 15
> O=C(Nc1ccc(Br)cc1)/C(=C/c1cccc([N+](=O)[O-])c1)NC(=O)C1CCCCC1
→ -5 | 0.8 | -0.2 | -4
> C=CCn1cc(/C=c2\sc3n(c2=O)C(c2ccccc2OC(C)C)C(C(=O)OCC)=C(C)N=3)c2ccccc21 (centres undefined)
→ 3 | 1.1 | 0.2 | 1
> CCOc1ccc(/C=N/NC(=O)c2ccc(Br)o2)cc1O
→ -32 | 0.1 | -0.1 | 12
> Cc1cccc(N=Cc2c(O)[nH]c(=O)[nH]c2=O)c1
→ -4 | 0.7 | -0.3 | 19
> COc1ccc(C(c2c(-c3ccccc3)n(O)c3ccccc23)N2CCOCC2)cc1 (centres undefined)
→ -2 | 1.2 | -0.5 | 11
> COc1cccc(C2C(C(=O)OCC[N+](=O)[O-])=C(N)SC3=C2C(=O)CCC3)c1 (centres undefined)
→ 9 | -1.5 | 0.7 | 14
> Cc1ccccc1C(=O)OCc1nnc(-c2ccc(Cl)cc2)o1
→ 1 | -0.8 | 0.1 | -8
> COC(=O)c1ccccc1NC(=O)/C=C/c1ccc(-c2ccccc2)o1
→ 15 | -0.4 | 0.0 | -10
> CCOCCCNC(=O)CN1C(=O)/C(=C/c2ccccc2)Oc2ccc(C(C)(C)C)cc21
→ -1 | 4.6 | 0.2 | 11
> COc1ccc(N2CCN(C(=O)C(C)N(c3ccc(C)cc3)S(C)(=O)=O)CC2)cc1 (centres undefined)
→ -9 | -1.9 | 0.1 | 19
> CCC(=O)N1CCN(c2ccc(NC(=O)c3cccc(OC(C)C)c3)cc2)CC1
→ 0 | -0.6 | 0.1 | 3
> CC1=NN(c2ccc(C)cc2)C(=O)/C1=C\c1c(C)[nH]n(-c2ccc(C)cc2C)c1=O
→ 2 | 1.7 | -0.1 | -3
> CCCCOC(=O)c1cc2cc(Br)cc(Br)c2oc1=O
→ -2 | 0.1 | 0.1 | 4
> O=C(Nc1c(F)cccc1F)c1ccc(Br)cc1
→ 0 | 1.9 | 0.0 | 8
> O=C1c2ccccc2C(=O)N1c1ncc(Cc2ccccc2Cl)s1
→ -8 | 1.7 | 0.1 | -5
> CC1CCN(C(=O)CN(C)S(=O)(=O)c2cccc3nsnc23)CC1
→ 0 | -0.1 | 0.0 | 10
> O=C1c2sc3nnc(-c4ccccc4)c(=O)n3c2C(=O)N1Cc1ccccc1
→ 14 | 1.6 | 0.0 | 0
> O=C1CCCN1CCCNc1nc(N2CCOCC2)nc2c1ncn2CCN1CCCC1=O
→ -1 | -1.0 | 0.8 | 4
> CCOc1ccc(NC(=O)N2CCN(c3cnccn3)CC2)cc1
→ -1 | 1.1 | 0.1 | -6
> CCOc1ccccc1C1C=C(c2cccs2)Nc2ncnn21 (centres undefined)
→ 28 | -0.3 | -0.1 | -8
> C/C(=C\c1ccco1)CNc1nc(C)c(-c2ccn(CC3CCCN(C)C3)n2)s1 (centres undefined)
→ 1 | 3.1 | -0.2 | -5
> CC(=O)c1ccc(OCc2cc(C(=O)N3CCC(N4CCSCC4)CC3)no2)cc1
→ -5 | 0.1 | -0.2 | 0
> COc1ccc(C2CC(c3ccccc3OC(F)F)n3ncnc3N2)cc1 (centres undefined)
→ 12 | -0.6 | 1.2 | 17
> CCCC1=C(C(=O)OCC)C(c2ccccc2Cl)NC(=O)N1CC (centres undefined)
→ -4 | -0.7 | -0.2 | 4
> Cc1nc(N2CCOCC2)nc(OC(C)C)c1[N+](=O)[O-]
→ -3 | -0.4 | 0.9 | 16
> C/C(=N\Nc1cccc([N+](=O)[O-])c1)c1ccc(Br)s1
→ -1 | 1.4 | 0.0 | 7
> COc1ccccc1NC(=O)c1cncc(Br)c1
→ 0 | 2.9 | -0.1 | -3
> N#CC(C(=O)Nc1ccc(Cl)cc1)=C1CCCC1
→ -21 | -1.1 | 0.1 | 10
> O=C(c1cccc(Cl)c1)N1CCN(c2ccc([N+](=O)[O-])c(NCc3ccccc3)c2)CC1
→ 9 | -1.7 | 0.2 | 19
> CCc1nnc(NC(=O)C2C3C=CC(O3)C2C(=O)O)s1 (centres undefined)
→ 4 | 1.2 | 0.1 | 16
> COc1cccc(C(=O)NCc2n[nH]c(=S)n2-c2ccc([N+](=O)[O-])cc2)c1
→ -8 | 0.2 | -0.2 | -3
> CC(/C=C/c1ccccc1)=N\NC(=O)c1ccc(O)cc1O
→ 10 | 0.8 | -0.1 | 24
> COc1cc(NS(=O)(=O)c2ccc(NS(=O)(=O)c3ccccc3)cc2)nc(OC)n1
→ -5 | 0.4 | 0.0 | -13
> COc1cc(/C=C2/NC(=O)NC2=O)c(Br)cc1OCC(=O)O
→ 3 | -0.3 | 1.0 | 20

Remaining list, next part.
Below each compound – TEAD-YAP block | GPR151 ag | FBW7 activator | MITF inh
> CC(=O)c1c(C)oc2ccc(N(C(=O)c3ccc(C)cc3)S(=O)(=O)c3ccccc3)cc12
→ 10 | -0.7 | 0.0 | 6
> COc1ccc(Cc2noc(-c3ccc(OC)c(OC)c3)n2)cc1
→ -5 | 0.6 | -0.1 | 9
> O=c1cc(CN2CCC(c3ccccc3)CC2)nc(C2CC2)[nH]1
→ 4 | 1.0 | 0.1 | 8
> CCOC(=O)c1c(NC(=O)c2cc3nc(-c4cccs4)cc(C(F)(F)F)n3n2)sc2c1CCC(C(C)(C)C)C2 (centres undefined)
→ -3 | -0.2 | 0.1 | 8
> COc1ccccc1C(=O)COC(=O)c1ccc(O)cc1
→ -16 | -0.2 | -0.1 | 5
> COc1ccc(CNC(=O)c2ccc3nc(-c4ccc(C)cc4)c(-c4ccc(C)cc4)nc3c2)cc1
→ -1 | 0.1 | 0.1 | 7
> OC(C#CC1(O)CCCCC1)c1cccs1 (centres undefined)
→ -4 | -0.8 | 0.1 | 6
> O=C(CSc1nc(=O)n(CCO)c2c1CCC2)N1CCc2ccccc21
→ 5 | 1.3 | -0.2 | 7
> CCC1=C(O)C(C)(C)C(c2ccc(Cl)cc2)OC1=O (centres undefined)
→ 9 | -1.4 | 0.6 | 2
> O=C(NC(=S)Nc1ccc(O)c(-c2nc3ccccc3o2)c1)c1ccccc1Cl
→ 4 | -0.1 | 0.1 | 1
> CCOC(=O)c1c(/N=C/C2C(=O)c3ccccc3C2=O)sc(C)c1C
→ -8 | -0.5 | 0.4 | 28
> CCc1nc2sccn2c(=O)c1C(=O)NCc1cccc(OC(F)(F)F)c1
→ 8 | 0.0 | 0.7 | 15
> COc1ccc(N(CC(=O)Nc2ccccc2OC)S(C)(=O)=O)cc1Cl
→ 10 | 1.5 | 0.0 | 5
> CCC(=O)NC(c1nnc2n1CCN(CCCc1ccccc1)CC2)C(C)C (centres undefined)
→ 0 | 0.0 | -0.1 | 0
> COc1cccc(-c2nnn(CC(=O)Nc3ccc(C)cc3)n2)c1OC
→ 3 | 1.5 | 0.0 | 16
> Cc1ccc(C(=O)N(CC(=O)Nc2sc(C)c(C)c2C(N)=O)C2CCCCC2)cc1
→ 19 | -0.5 | 0.2 | 12
> C=CCc1ccc(OCC(O)CN2CCC(CN3C(=O)c4cccc5cccc(c45)C3=O)CC2)c(OC)c1 (centres undefined)
→ 7 | -0.6 | -0.4 | -1
> COc1ccc(-c2csc3ncnc(N4CCCC(C(=O)O)C4)c23)cc1 (centres undefined)
→ -3 | -2.0 | 0.3 | -1
> Cc1cc(C(=O)COC(=O)c2ccc(CO)cc2)c(C)n1-c1ccc(F)cc1
→ 9 | 5.0* | 0.2 | -1
